Screening data deposited in PubChem by National Center for Advancing Translational Sciences (NCATS).
Rab9 promoter act – Rab9 promoter activation. 320,000 compounds, 2.8% hits. AID 485297. Potency, µM (series often up to 9.22 µM), without a hit: at the top dose activation, negative = inhibition, actives largely listed as activators. Huh7 Rab9 promoter-luciferase reporter, luminescence, 24 h; further: % of control where 0% means no effect; nearly all actives have a fitted effect of over 60% in size
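Luminescence from Amplite-detected luciferase (10 minutes, ambient) reports Rab9 promoter activation. Before that, stable Rab9-luciferase Huh7 cells (1500/well, reduced-serum OP-MEM I plus 10% FBS) were exposed to compound for 24 hours at 37C.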
p53 reactivator – restores transcriptional activity of mutant p53; 320,000 compounds, 0.063% hits; Potency, µM (highest dose often 92.2 µM), for the others: top-dose activity change, positive = activation, actives largely listed as activators; AID 504706; H1299 p53-A138V BP100-luciferase reporter, luminescence, 24 h; further: % of control where 0% means no effect; nearly all actives have a fitted effect of over 45% in size
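p53-null H1299 cells stably carrying temperature-sensitive p53-A138V and a BP100-luciferase reporter were pinned with compounds (4-point, 1:5 series) and held 24 hrs at 37 deg C. Luminescence was read 10 min after detection reagent.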
ELG1 genotox – induces genotoxicity in HEK293T cells with luciferase-tagged ELG1; Potency, µM (highest dose often 46 µM), for the others: at the highest dose activity change, positive = activation, hits mostly activators; HEK293T ELG1-luciferase reporter, luminescence, 16 h; 330,000 compounds, 1.3% hits; AID 504466; further: % of control where 0% means no effect; nearly all actives have a fitted effect of over 60% in size
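Screening used a luciferase reporter fused to human ELG1 in HEK293T cells. Luminescence was read on a CCD plate imager after 16 hr exposure and 30 min ONE-Glo incubation.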
MBNL1 CUG block – MBNL1-poly(CUG) RNA binding inhibition; Q9NR56; TR-FRET MBNL1-His/biotin-(CUG)12 binding, 665/545 ratio; Potency, µM (titrated, usually from 57.5 µM), without a hit: at the top dose activity change, negative = inhibition, actives largely listed as inhibitors; 280,000 compounds, 0.036% hits; AID 2675; active means well fitted inhibition curve with a large enough effect in the signal ratio, with a control signal flat, not every such curve was filed as active; inconclusive means small, poorly fitted or top-dose-only effect, or effect the other way, or a change in a side signal; inactive means no such curve, though single readings can be large or run the other way; the % refers to the signal ratio; further: on the % scale 0 is the no-effect control and ±100 the full control effect
Target sequence (Q9NR56 whole entry, looked up): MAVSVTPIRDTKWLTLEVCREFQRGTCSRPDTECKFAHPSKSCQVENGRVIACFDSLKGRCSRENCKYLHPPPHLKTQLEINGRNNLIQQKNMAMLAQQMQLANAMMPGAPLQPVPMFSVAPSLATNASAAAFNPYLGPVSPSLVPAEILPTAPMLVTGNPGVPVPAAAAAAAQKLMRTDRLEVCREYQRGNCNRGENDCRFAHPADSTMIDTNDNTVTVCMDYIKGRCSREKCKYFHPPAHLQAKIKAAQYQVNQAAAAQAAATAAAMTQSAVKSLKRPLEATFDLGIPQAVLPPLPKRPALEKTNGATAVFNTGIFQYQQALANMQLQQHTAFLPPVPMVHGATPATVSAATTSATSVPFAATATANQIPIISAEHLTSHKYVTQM
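MBNL1-His + Biotin-(CUG)12, cpd titration 92 nM–58 uM; Tb anti-His Ab 0.055 ng/ul, SA-XL665 5 nM (final); 60 min RT; ratiometric 665/545 nm, Ex 340 nm; normalized to buffer and full-complex controls.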
NPC1 prom act – activates the NPC1 promoter. Huh7 NPC1 promoter luciferase reporter, 24 h. Potency, µM (doses to about 9.22 µM), without a hit: top-dose activation, actives largely listed as activators. 320,000 compounds, 2.4% hits. AID 485313;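 further: % of control where 0% means no effect; nearly all actives have a fitted effect of over 60% in size; reporter is driven by a mutant NPC1 promoter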
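Huh7 reporter cells (NPC1 promoter driving luciferase) are dosed with compound for 24 h at 37 °C, 5% CO2; luciferase detection reagent is then added and luminescence measured after 10 min at ambient temperature.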
uPA generation – cell surface uPA generation inhibition; cell surface uPA generation assay, qHTS; 330,000 compounds, 0.31% hits; AID 540303; Potency, µM (titrated, usually from 38.3 µM), for inactives: at the top dose activity change, negative = inhibition, hits mostly inhibitors; active means well fitted inhibition curve with a large enough effect; inconclusive means small, poorly fitted or top-dose-only effect; inactive means no such curve, though single readings can be large or run the other way; tested in mouse RAW 264.7 cells; further: on the % scale 0 is the no-effect control and ±100 the full control effect; nearly all actives have a fitted effect of over 55% in size
Gal4-VP16 FLuc – counter-screen for ROR gamma inhibitors: Gal4-VP16 reporter. Drosophila S2 Gal4-VP16 UAS-luciferase, luminescence, 20 h. Potency, µM (doses to about 53.6 µM), without a hit: at the highest dose activity, negative = inhibition, usual class: inhibitors. 310,000 compounds, 3.5% hits. AID 2546;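 further: Gal4-VP16 expression switched on by copper sulfate through the metallothionein promoter; on the % scale 0 is the no-effect control and ±100 the full control effect; nearly all actives have a fitted effect of over 50% in size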
FLuc counter – inhibits or activates purified firefly luciferase, miR-21 counter-screen. Potency, µM (series often up to 57.5 µM), for the others: at the highest dose activity change, negative = inhibition, actives largely listed as inhibitors. AID 588342. P08659. purified FLuc, Km substrates, luminescence inhibition. 360,000 compounds, 6.9% hits;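 further: plate controls were vehicle for no effect and reference inhibitor for full effect; nearly all actives have a fitted effect of over 55% in size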
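Biochemical qHTS of compounds, final roughly 60 µM downward over six points, against 10 nM purified firefly luciferase using Km concentrations of substrates (10 uM D-luciferin, 10 uM ATP) in Tris acetate pH 7.5 buffer; luminescence output.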
RORgamma inh – ROR gamma (mouse) transcription inhibition. 310,000 compounds, 5.4% hits. P51450. Drosophila S2 Gal4-RORgamma UAS-luciferase reporter, 20 h. Potency, µM (highest dose often 53.6 µM), without a hit: at the highest dose activity change, negative = inhibition, usual class: inhibitors. AID 2551; further: on the % scale 0 is the no-effect control and ±100 the full control effect; nearly all actives have a fitted effect of over 60% in size
Target sequence (P51450 whole entry, looked up, the tested form may be a part): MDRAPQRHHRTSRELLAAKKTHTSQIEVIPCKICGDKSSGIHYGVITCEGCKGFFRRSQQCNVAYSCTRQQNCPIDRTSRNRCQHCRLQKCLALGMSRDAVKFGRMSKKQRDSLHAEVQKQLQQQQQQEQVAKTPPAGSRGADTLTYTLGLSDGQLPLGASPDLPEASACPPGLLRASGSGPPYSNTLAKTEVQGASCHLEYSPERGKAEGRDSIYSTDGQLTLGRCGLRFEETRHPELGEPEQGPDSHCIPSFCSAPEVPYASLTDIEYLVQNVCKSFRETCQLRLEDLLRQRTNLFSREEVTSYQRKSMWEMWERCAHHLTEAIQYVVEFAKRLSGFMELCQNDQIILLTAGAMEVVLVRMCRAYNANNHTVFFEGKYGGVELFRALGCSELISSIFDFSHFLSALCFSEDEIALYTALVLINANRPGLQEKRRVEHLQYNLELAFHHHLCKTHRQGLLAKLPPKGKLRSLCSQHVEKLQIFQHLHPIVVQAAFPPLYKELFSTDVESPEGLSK
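Stably transfected Drosophila Schneider cells are the test system, with ROR gamma fused to Gal4 and luciferase under UAS control; luminescence is read after 20 hr of 700 uM copper sulfate induction at ambient temperature.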
BRCA1 expr act – activators of BRCA1 expression. MCF7-BRCA1-FFLuc reporter, luminescence, 48 h; response scale: scaled: vehicle 0%, 10 µM genistein 100%. Potency, µM (titrated, usually from 46.1 µM), for inactives: top-dose activation, most hits filed as activators. AID 624202. 380,000 compounds, 1.1% hits; further: nearly all actives have a fitted effect of over 80% in size; some results filed as inactive show a strong effect at the top dose
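Activators of BRCA1 expression were detected as increased firefly luciferase luminescence in engineered MCF7 cells after 48 h compound incubation. Signals were scaled to genistein 10 microM as full activation.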
Numbers without * were called inactive; ? = inconclusive; nt = not tested or not shown; & = joins results of further samples; [ ] = another dose, or the depositor's remark. Unless noted, the call rests on the fitted dose curve; in most records, active means well fitted curve in the direction sought with a large enough effect; inconclusive means small, poorly fitted or top-dose-only effect, or another doubt; inactive means no such curve, though single readings can be large; an effect the other way counts as inactive or inconclusive. Potency means the concentration at half of the fitted maximal effect.

entry	compound	Rab9 promoter act	p53 reactivator	ELG1 genotox	MBNL1 CUG block	NPC1 prom act
1	O=C(NNC(=O)c1ccc(Cl)cc1Cl)c1csc(-c2cccnc2)n1	17%	11%	3%	0%	25%
2	COCCCn1c(-c2cccs2)nc2nc3ccccc3nc21	2%	4%	-8%	?	1%
3	CCCC(O)(CCC)C(=O)NN1CCCCC1	-2%	1%	0%	8%	-2%
4	Cc1ccc(-n2cc(CNCCN3CCOC3=O)c(-c3cccc(C)c3)n2)cc1	-3%	6%	2%	0%	-4%
5	CCCCCn1c(=NC(=O)c2ccco2)c(C(=O)OCC)cc2c(=O)n3ccccc3nc21	3%	32%	-5%	?	-8%
6	Cc1cc(=O)n(C)c(=O)n1CCCCCCOc1ccc([N+](=O)[O-])cc1	-21%	-4%	-1%	nt	-15%
7	O=C(O)CSC1=NC(=Nc2ccc(Cl)cc2)C2(CCCCC2)N1c1cccc(C(=O)O)c1	1%	4%	-2%	-20%	0%
8	CC(Oc1cccnc1[N+](=O)[O-])C(=O)Nc1ccc(Cl)cn1 (stereo not drawn)	-5%	?	3%	nt	-3%

entry	uPA generation	Gal4-VP16 FLuc	FLuc counter	RORgamma inh	BRCA1 expr act
1	?	-15%	5.4µM*	-45%	87%
2	-9%	9%	?	14%	-9%
3	nt	-7%	-2%	10%	10%
4	-4%	-3%	-16%	?	5%
5	-8%&2%	-12%	-2%	-7%	-25%&-24%
6	nt	0%	3%	0%	nt
7	-4%	-4%	9%	1%	-13%
8	-5%	nt	4%	nt	-16%

Next structures follow:
entry	compound	Rab9 promoter act	p53 reactivator	ELG1 genotox	MBNL1 CUG block	NPC1 prom act
9	CC(C)S(=O)(=O)c1csc(NC(=O)Nc2ccc(Cl)cc2)c1Cl	-1%	?	-6%	nt	11%
10	O=C(NCc1ccc(N2CCCC2=O)cc1)Nc1cccc(Cl)c1	-11%	-7%	12%	-4%	-2%
11	CC(Sc1nnc(Cc2ccccc2)o1)C(=O)NC1(C#N)CCCCC1 (stereo not drawn)	nt	0%	1%	nt	nt
12	COc1ccc(NC(=O)Nc2nnc(-c3ccccc3F)s2)cc1	2.8µM*	5%	1%	-2%	?
13	O=C(N/N=C/c1ccncc1)c1cccc(N/N=C/c2ccncc2)c1	?	2%	-2%	?	3.5µM*
14	CC(C)OC(=O)CSc1nnc(-c2cnccn2)n1C	13%	13%	0%	40µM*	-4%
15	COc1ccc(CN(C)C(C)C(=O)Nc2ccc(S(=O)(=O)N3CCCCC3)cc2)c(OC)c1 (stereo not drawn)	nt	0%	-9%	nt	nt
16	COCc1c(C#N)c(NCCc2ccc(F)cc2)nc(C)c1[N+](=O)[O-]	-2%	-2%	-1%	1%	-3%

entry	uPA generation	Gal4-VP16 FLuc	FLuc counter	RORgamma inh	BRCA1 expr act
9	1%	?	?	-40%	-84%[inhibitor]
10	1%	-13%	1%	6%	-46%
11	-7%	nt	nt	nt	-1%
12	6%	-1%	-3%	4%	0%
13	6%	-7%	11µM*	-1%	52%
14	8%	5%	-1%	?	1%
15	?	nt	nt	nt	-25%
16	5%	-10%	2%	?	-57%

The listing continues:
entry	compound	Rab9 promoter act	p53 reactivator	ELG1 genotox	MBNL1 CUG block	NPC1 prom act
17	CCOC(=O)c1ccc(NS(=O)(=O)c2c(C)n(C)c(=O)n(C)c2=O)cc1	1%	-1%	0%	4%	-1%
18	O=C(CNC1CCCC1)Nc1ccc(S(=O)(=O)N2CCCCC2)cc1	-2%	-6%	7%	1%	-2%
19	C/C=C/c1ccc(OCCOc2ccc(C=O)cc2)c(OC)c1	-1%	0%	4%	nt	1%
20	COC(=O)Cn1cc(/C=C/c2cc[n+](C)cc2)c2ccccc21	-7%	nt	-3%	?	-3%
21	CN(C)c1ccc(/C=N/NC(=O)c2ccc(Cl)cc2)cc1	0%	6%	6%	12%	0%
22	C=CCN1CC(c2nc3ccccc3n2Cc2ccccc2)CC1=O (stereo not drawn)	-2%	-5%	-2%	-6%	9%
23	COc1cc2c(=O)n(Cc3ccccc3)c(=O)n(CC(=O)NCCc3ccccc3)c2cc1OC	-8%	2%	21%	1%	2%
24	COCCCNc1nc2c(c(=O)[nH]c(=O)n2C)n1CC(O)COc1cccc(C)c1 (stereo not drawn)	-4%	-9%	0%	-9%	-5%

entry	uPA generation	Gal4-VP16 FLuc	FLuc counter	RORgamma inh	BRCA1 expr act
17	-8%	10%	10%	-39%	2%
18	2%	5%	0%	2%	-11%
19	2%	-12%	-12%	?	10%
20	12%	-8%	4%	13%	7%
21	-5%	-10%	?	8.9µM*	-1%
22	nt	2%	2%	24%	6%
23	-5%	13%	-1%	-5%	-15%
24	5%	-3%	10%	2%	-16%

(continued)
entry	compound	Rab9 promoter act	p53 reactivator	ELG1 genotox	MBNL1 CUG block	NPC1 prom act
25	CCOC(=O)c1c(C)c[nH]c1C	-1%	-2%	0%	1%	-5%
26	Cc1ccc2c(c1)nnn2C1CCN(S(=O)(=O)c2ccc(C(=O)N(C)C3CCCCC3)cc2)CC1	-8%	-8%	-15%	5%	-2%
27	Cn1c(=O)c(-c2cc(=O)[nH][nH]2)c(O)c2ccccc21	-16%	2%	0%	-5%	-2%
28	Cc1ccccc1NC(=S)N1CCN(Cc2ccc3c(c2)OCO3)CC1	6%	9%	-6%	2%	-3%
29	CCN(CC)S(=O)(=O)c1ccc(/C=C/C(=O)N(c2ccccn2)C2CCCCC2)cc1	-1%	-2%	-11%	-4%	-13%
30	CCS(=O)(=O)N1CCC2(CC1)OCCN2S(=O)(=O)c1ccc(OC)cc1	-3%	-2%	-2%	nt	-2%
31	CC(=O)C1=C(O)CC(c2ccccc2)CC1=NCCc1c(C)[nH]c2ccc(C)cc12 (stereo not drawn)	-11%	-4%	3%	-13%	-3%
32	CCOC(=O)C1C(=O)NC(c2ccccc2)=NC1c1ccc(Cl)cc1 (stereo not drawn)	2%	-3%	-2%	?	0%

entry	uPA generation	Gal4-VP16 FLuc	FLuc counter	RORgamma inh	BRCA1 expr act
25	4%	-7%	-3%	9%	-36%
26	1%	-20%	7%	?	-90%[inhibitor]
27	1%	0%	-13%	-29%	-50%
28	-1%	?	3%	?	-11%
29	-3%	-8%	-1%	22%	-15%
30	3%	nt	-1%	nt	17%
31	-4%	-18%	3%	-2%	3%
32	6%	-10%	0%	26%	5%

Further results.
entry	compound	Rab9 promoter act	p53 reactivator	ELG1 genotox	MBNL1 CUG block	NPC1 prom act
33	CCOc1ccc(-c2c(C(=O)N/N=C/c3cccnc3)nnn2-c2nonc2N)cc1	-3%	-1%	0%	-18%	1%
34	NS(=O)(=O)c1ccc(NC(=O)C2C3C=CC(C3)C2C(=O)O)cc1 (stereo not drawn)	3%	4%	0%	-18%	-6%
35	Cc1c(C(=O)NC2CCN(Cc3ccccc3)C2)oc2c(Cl)cccc12 (stereo not drawn)	1%	-3%	0%	4%	6%
36	CC(=O)c1cccc(NC(=O)c2ccc(-c3ccccc3[N+](=O)[O-])o2)c1	3.2µM*	?	?	13%	?
37	O=C(Nc1nnc(-c2ccccc2)s1)c1cc(S(=O)(=O)N2CCOCC2)c(Cl)cc1Cl	-3%	-2%	?	22%	-1%
38	Cc1ccc(CN(C)C(=O)c2c(C)nn(-c3ccccc3)c2C)cc1	-6%	5%	-2%	-3%	-3%
39	Cc1ccnc(NC(=O)c2ccccc2[N+](=O)[O-])c1	17%	?	2%	7%	27%
40	C=CCn1cc(/C=N\NC(=O)c2cc3c(ccc4ccccc43)o2)c2ccccc21	4%	-1%	-6%	17%	-1%
41	O=C(NCc1ccccc1)c1ccc2c(c1)C(=O)N(CC1CCCO1)C2=O (stereo not drawn)	2%	-1%	-1%	?	-4%
42	C#CCOCCOCCOCCNc1nc(N2CCN(C(=O)[C@H](CCCCN)n3cc(CN)nn3)CC2)nc(N2CCN(C(=O)[C@H](CCCCN)n3cc(CN)nn3)CC2)n1	nt	-3%	0%	nt	nt

entry	uPA generation	Gal4-VP16 FLuc	FLuc counter	RORgamma inh	BRCA1 expr act
33	8%	-13%	3%	0%	-18%
34	1%	-15%	2%	1%	0%
35	-7%	3%	-4%	-15%	-58%
36	-5%	7.1µM*	3.4µM*	?	?
37	1%	5%	?	2%	0%
38	0%	-13%	6%	-12%	-4%
39	3%	3%	-26%	27%	43%
40	-2%	-22%	?	5.6µM*	-5%
41	-2%	-4%	-4%	9%	8%
42	-5%	nt	nt	nt	5%

One compound at a time, from the list above. Order of screens: Rab9 promoter act	p53 reactivator	ELG1 genotox	MBNL1 CUG block	NPC1 prom act	uPA generation	Gal4-VP16 FLuc	FLuc counter	RORgamma inh	BRCA1 expr act
`Cc1c(C(=O)NC2CCN(Cc3ccccc3)C2)oc2c(Cl)cccc12` (stereo not drawn) in the list: 1%	-3%	0%	4%	6%	-7%	3%	-4%	-15%	-58%
`Cc1ccc(CN(C)C(=O)c2c(C)nn(-c3ccccc3)c2C)cc1` in the list: -6%	5%	-2%	-3%	-3%	0%	-13%	6%	-12%	-4%
`O=C(NCc1ccccc1)c1ccc2c(c1)C(=O)N(CC1CCCO1)C2=O` (stereo not drawn) in the list: 2%	-1%	-1%	?	-4%	-2%	-4%	-4%	9%	8%
